ABCG2 block – human ABCG2 inhibition, ABCB1 as counter-screen. inhibition, % at 6.6 µM. 0.1% of 190,000 active. Q9UNQ0. IgMXP3 cells, JC-1 efflux, flow cytometry. AID 1325;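 active means inhibition above 80%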;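 further: 0% = DMSO and 100% = nicardipine control wells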
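Assay system – ABCG2 IgMXP3 and barcoded ABCB1 CCRF-Adr cell mix · Input – 3 million cells/mL in well · Reagent – JC-1 fluorescent substrate · Compound – single test compound dose, 6.6 µM final · Timing – 10 min exposure at 25 °C with rotation, no wash · Detection – flow cytometry of retained JC-1 fluorescence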
Mcl1-Noxa inh – Mcl-1/Noxa interaction inhibition | Q07820 | TR-FRET Mcl-1/Noxa peptide binding, 2 h | inhibition, % at 21.7 µM | 1.5% of 220,000 active | AID 1022;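 active means compounds that cut the protein-peptide binding signal by more than 50% relative to plate controls in a single-dose test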;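 further: His-tagged Mcl-1 with rhodamine Noxa BH3 peptide and terbium anti-His antibody; 0% = Mcl-1 plus Noxa peptide wells and 100% = peptide-only wells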
Target sequence (Q07820 whole entry, looked up): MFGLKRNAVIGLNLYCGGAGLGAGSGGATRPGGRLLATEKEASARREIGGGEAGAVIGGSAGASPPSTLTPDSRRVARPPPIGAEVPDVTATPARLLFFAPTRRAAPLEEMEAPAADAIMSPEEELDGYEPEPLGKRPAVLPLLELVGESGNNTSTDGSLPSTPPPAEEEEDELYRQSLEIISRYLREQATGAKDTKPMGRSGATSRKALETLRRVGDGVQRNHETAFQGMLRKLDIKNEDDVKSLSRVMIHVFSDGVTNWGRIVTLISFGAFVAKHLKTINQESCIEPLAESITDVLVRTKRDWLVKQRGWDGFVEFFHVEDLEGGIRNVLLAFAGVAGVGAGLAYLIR
Pf gametocyte – inhibitors of late stage P. falciparum gametocyte viability | inhibition, % at 10.9 µM | P. falciparum stage V gametocytes, ATP luminescence, 24 h | 0.065% of 150,000 active;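 active means inhibition above the mean plus 3 SD of compounds within the control limits, set per campaign, cut at about 38% in these data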;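 further: 0% = DMSO wells and 100% = medium only without gametocytes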
Bim-Mcl-1 – disrupts Bim peptide binding to human Mcl-1; Bead-based flow cytometry, Bim peptide-Mcl-1 binding; inhibition, % at 10 µM; 0.1% of 190,000 active; in the data active means inhibition above about 40%;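 further: 0% = no compound tracer wells and 100% = peptide blocker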
GSH bead fluor – compound fluoresces at 488/530 nm on GSH beads; GSH beads flow cytometry, compound fluorescence 488/530 nm; stronger effect = higher value; fluorescence (KMESF) at 10 µM; 0.25% of 190,000 active; AID 1776; in the data active means fluorescence above about 89;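 further: glutathione beads carrying GST-tagged Bcl family fusion proteins plus one bare bead set; values are compound well signal with DMSO vehicle wells as background; inactives centre near 16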
Avidin bead fluor – avidin bead compound fluorescence profile | Avidin beads, compound fluorescence 488/530 nm, flow cytometry; stronger effect = higher value | fluorescence (KMESF) at 10 µM | 0.38% of 220,000 active; in the data active means fluorescence above about 47; further: inactives centre near 10
RGS4-Gao reg – human RGS4-Galphao interaction regulation; P09471; Multiplexed bead flow cytometry, RGS4-Galphao binding; actives lie on both sides; binding response (% of control), % at 10 µM; 0.33% of 220,000 active; in the data active means binding response below about 49% or above about 150%; inactive means in between;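 further: fluorescent Galphao activated with aluminum fluoride binding bead-coupled RGS4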
Target sequence (P09471 whole entry, looked up): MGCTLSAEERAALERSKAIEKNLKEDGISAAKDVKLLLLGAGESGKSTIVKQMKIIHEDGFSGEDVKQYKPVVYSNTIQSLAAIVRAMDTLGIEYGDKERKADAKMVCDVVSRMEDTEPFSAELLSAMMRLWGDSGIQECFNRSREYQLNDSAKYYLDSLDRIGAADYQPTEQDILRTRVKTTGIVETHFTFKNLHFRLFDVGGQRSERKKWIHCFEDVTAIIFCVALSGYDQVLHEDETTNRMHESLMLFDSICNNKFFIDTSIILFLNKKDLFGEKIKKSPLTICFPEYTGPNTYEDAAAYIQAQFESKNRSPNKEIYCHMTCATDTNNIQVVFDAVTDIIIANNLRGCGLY
Mcl1 Bid PPI – disrupts binding of human Mcl-1 to Bid peptide | Q07820 | TR-FRET Mcl-1/Bid-Dy647 peptide binding, 1536-well | inhibition, % at 21.7 µM | 0.97% of 220,000 active | AID 1021;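 active means compounds that cut the binding signal by more than half at the single screening dose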;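 further: His-tagged Mcl-1 with europium anti-His antibody binding Bid BH3 peptide; 0% = Mcl-1 plus peptide wells and 100% = peptide-only wells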
ABCB1 block – blocks JC-1 efflux by human ABCB1 transporter; CCRF-Adr cells, flow cytometry; inhibition, % at 6.6 µM; 0.067% of 190,000 active; in the data active means inhibition above about 40%;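 further: 0% = vehicle and 100% = reference inhibitor; higher value means more JC-1 retained so stronger ABCB1 efflux block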
RGS8-Gao – regulators of human RGS8-Galphao interaction; P09471; multiplexed bead flow cytometry, RGS8-Galphao binding; actives lie on both sides; response (percent of control binding), % at 10 µM; 0.34% of 220,000 active; in the data active means response below about 60% or above about 140%; inactive means in between;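 further: Galphao activated as the GDP aluminium fluoride complex binding bead-coupled RGS8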
RGS7-Gao reg – regulators of human RGS7-Galphao interaction; P09471; Multiplexed bead flow cytometry, RGS7-Galphao binding; actives lie on both sides; 0.35% of 220,000 active; binding response (% of control), % at 10 µM; in the data active means binding response below about 49% or above about 150%; inconclusive means no clear call, values can overlap the other calls; inactive means in between;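 further: fluorescent Galphao held in activated GDP-AlF4 state binding bead-coupled RGS7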
Starred values were filed as active, the others as inactive; ? = inconclusive; nt = not tested or not shown. Not a hit list; 3.3% or so of the library scored in one or more.

SMILES	ABCG2 block	Mcl1-Noxa inh	Pf gametocyte	Bim-Mcl-1	GSH bead fluor	Avidin bead fluor	RGS4-Gao reg	Mcl1 Bid PPI	ABCB1 block	RGS8-Gao	RGS7-Gao reg
Cc1cccc(NC(=O)c2ccccc2[N+](=O)[O-])n1	13	-7	-11	0	29	8	94	12	0.3	94	96
COc1ccccc1-c1noc(-c2ccccc2C(=O)Nc2ccccc2)n1	19	7	8	-4	29	12	106	-7	1.6	103	100
CN1CCN(C(=S)C(=O)Nc2ccccc2)CC1	1	11	-18	-5	22	10	101	-52	0.2	101	106
O=C(Nc1ccc(Cc2ccc(NC(=O)C3CC3)cc2)cc1)C1CC1	1	-18	-7	-2	12	27	107	-7	0.2	109	109
Cn1c(CCc2ccccc2)n[nH]c1=S	2	-4	4	-2	27	12	99	-38	0.4	102	96
O=C(Cn1cc(C(=O)c2ccco2)c2ccccc21)NC1CCCC1	6	2	nt	-4	14	24	100	-3	1.3	99	98
S=c1[nH]ccn1Cc1ccccc1	2	-8	-25	-1	10	15	95	-46	1.0	97	?
CCOC(=O)c1ccc(NC(=O)N2CCN(Cc3cccc(F)c3)CC2)cc1	4	20	nt	-3	50	5	104	-2	0.9	102	104
COc1ccc(C(C)=O)cc1COC(=O)c1ccc2c(c1)OCO2	3	-46	-8	1	12	44	100	7	0.7	100	105
C#CCOc1nc(C)cc(C)c1S(=O)(=O)c1ccccc1C	3	21	-7	-5	16	10	102	10	0.5	104	104
Cc1cc(C)c2oc(-c3cccc(NC(=O)c4ccc(F)cc4)c3)nc2c1	52	13	12	-5	32	12	101	-14	-0.1	102	102
COc1ccc(-c2cccc(C(=O)Nc3ccccc3C)c2)cc1	5	-1	3	-9	20	13	101	18	0.6	100	104

Random excerpt: 4 records from the list.
SMILES	ABCG2 block	Mcl1-Noxa inh	Pf gametocyte	Bim-Mcl-1	GSH bead fluor	Avidin bead fluor	RGS4-Gao reg	Mcl1 Bid PPI	ABCB1 block	RGS8-Gao	RGS7-Gao reg
C#CCOc1nc(C)cc(C)c1S(=O)(=O)c1ccccc1C	3	21	-7	-5	16	10	102	10	0.5	104	104
COc1ccc(C(C)=O)cc1COC(=O)c1ccc2c(c1)OCO2	3	-46	-8	1	12	44	100	7	0.7	100	105
COc1ccc(-c2cccc(C(=O)Nc3ccccc3C)c2)cc1	5	-1	3	-9	20	13	101	18	0.6	100	104
CCOC(=O)c1ccc(NC(=O)N2CCN(Cc3cccc(F)c3)CC2)cc1	4	20	nt	-3	50	5	104	-2	0.9	102	104

The list continues:
SMILES	ABCG2 block	Mcl1-Noxa inh	Pf gametocyte	Bim-Mcl-1	GSH bead fluor	Avidin bead fluor	RGS4-Gao reg	Mcl1 Bid PPI	ABCB1 block	RGS8-Gao	RGS7-Gao reg
CCOc1ccc(-c2nnc(NC(=O)c3ccc(OCC(C)C)c(OC)c3)o2)cc1	-5	-53	nt	0	14	10	102	-45	-0.4	98	103
CCN1CCN(C(=O)CSCc2nc(-c3ccc(OC)c(OC)c3)oc2C)CC1	-6	10	nt	-4	19	8	100	-41	-1.9	106	102
CN1C(=O)c2ccc(C(=O)NC3CCCCC3)cc2C1=O	13	12	-1	0	12	11	101	9	0.5	100	98
Cc1cc(C)n(C(=O)CNC(=O)C2COc3ccccc3O2)n1 (stereo not given)	22	8	nt	-2	20	38	94	10	0.3	94	95
Cc1sc(NC(=O)CSc2nnc(-c3ccccc3)o2)c(C#N)c1C	1	3	nt	-3	8	10	103	-23	0.2	102	99
COc1ccc(N(CC2CO2)S(=O)(=O)c2ccccc2)cc1 (stereo not given)	0	7	nt	-4	54	9	101	-14	-0.2	102	98
O=C(COc1ccc(Br)cc1)N1CCc2ccccc21	nt	5	13	nt	nt	5	103	-4	nt	104	?
COc1ccc(S(=O)(=O)N2CCN(C(=O)Cc3cccs3)CC2)cc1	2	10	-7	-4	14	25	101	4	-0.4	102	100
NC(=O)C1(NC(=O)[C@@H]2CC3(CC(c4cccc(NC(=O)c5cc([N+](=O)[O-])cc([N+](=O)[O-])c5)c4)=NO3)CN2C(=O)c2ccccc2)CC1 (stereo not given in full)	0	26	3	0	23	5	102	-3	0.0	99	102
CCNC(=O)c1c(O)c2cccc3c2n(c1=O)CC3	3	-18	nt	0	12	41	104	-1	0.7	103	101
Cc1ccc(C2=NN(C(=O)CN3C(=O)c4ccccc4S3(=O)=O)C(c3ccco3)C2)cc1 (stereo not given)	3	-25	-3	-2	9	27	102	-7	0.6	97	103
CC(=O)Nc1ccc(SCC(=O)c2c(N)n(Cc3ccccc3)c(=O)n(C)c2=O)cc1	nt	-1	-4	nt	nt	9	100	0	nt	99	?
COc1cc(C(=O)Nc2nnc(SC)s2)c([N+](=O)[O-])cc1OC	0	9	-30	0	11	4	101	-6	-1.4	100	109
N#CC1=C(N)N(c2ccc(Oc3ccccc3)cc2)C(=O)C1	1	21	nt	-5	25	20	106	-36	0.4	102	106
CC(C)n1c(NCCc2ccccc2)nc2c1c(=O)n(C)c(=O)n2C	2	2	nt	-5	26	8	99	-27	0.0	99	97
COc1ccccc1NC(=O)c1cnc2n(c1=O)CCS2	25	1	nt	-3	16	4	96	-10	0.9	99	94
Cc1ccc(S(=O)(=O)NC(=O)c2cc(C)n(-c3ccc(N(C)C)cc3)c2C)cc1	-1	12	-43	0	12	7	106	-40	0.1	98	105
COc1ccc(NC2=C(Cl)C(=O)N(c3ccccc3)C2=O)c(OC)c1	15	-9	18	0	17	9	89	25	0.2	93	89
COc1cc(C2NC(=S)NC(O)(C(F)(F)F)C2C(=O)c2cccs2)cc(OC)c1O (stereo not given)	2	12	3	-6	9	3	96	-96	0.7	86	97
Cc1[nH]n(-c2ccc(Cl)cc2)c(=O)c1/C=N/c1nnc(-c2ccccc2)s1	-1	-15	5	-1	7	3	101	-43	-0.4	102	96
O=C(O)c1ccc2c(c1)C(=O)N(c1cccc(S(=O)(=O)Nc3cccc(C(F)(F)F)c3)c1)C2=O	-1	13	8	-1	15	9	99	9	-0.2	101	?
COc1cc(OC)cc(-c2nc3nc(C)c(CCC(=O)NCc4ccco4)c(C)n3n2)c1	2	11	-15	-1	21	59*	104	-8	2.0	102	116
Cc1noc(C)c1C(=O)NC(C)C12CC3CC(CC(C3)C1)C2 (stereo not given)	0	-9	-3	-1	13	13	101	2	0.1	103	103
CCCCC(=O)Nc1sc(C(=O)N(CC)CC)c(C)c1C(=O)OC	3	-1	3	13	30	5	93	-2	0.2	90	118
Cc1cccc2c1N1C(=O)c3c(C(=O)O)cccc3C1CC2C (stereo not given)	0	14	16	5	15	9	101	1	-0.1	101	100
C/C(=N\NC(=O)c1ccc(O)cc1)c1cc2ccccc2o1	0	-5	9	0	15	9	102	-6	-0.1	102	100
CC(C)c1ccc(Nc2nnc(SCC(=O)c3nnc(-c4ccccc4)o3)s2)cc1	-33	104*	nt	-7	25	10	90	-5	-11	97	93
O=C(CC1(O)C(=O)Nc2ccccc21)c1ccccc1 (stereo not given)	-3	-7	nt	2	25	11	101	0	-2.1	107	106
Cc1cc(C(=O)Nc2nc(C)c(C(=O)N(C)C)s2)ccc1[N+](=O)[O-]	75	27	-16	-6	14	3	102	5	3.4	108	101
CCOC(=O)/C=C1\SCC(=O)N1CC(=O)NC(C)c1ccccc1 (stereo not given)	16	1	1	0	9	2	102	-17	1.3	105	103
COc1ccc(C2CC(c3cccs3)=NN2S(C)(=O)=O)cc1 (stereo not given)	nt	1	-11	nt	nt	6	98	-14	nt	98	?
Cn1nc(C(C)(C)C)cc1NC(=O)Nc1ccc(Cl)cc1	nt	4	-12	nt	nt	8	112	-4	nt	104	?
COc1ccc(/C=C/C(=O)c2c(C)nc3ccccn23)cc1	9	-2	2	-3	17	15	90	1	3.8	91	90
N#CCCCSc1nnc(-c2ccccn2)o1	3	-8	nt	0	24	12	96	-4	0.2	99	97
CC1=CCC(C(=O)O)(C(=O)N/N=C/c2cccs2)C(c2ccc(F)cc2)C1 (stereo not given)	0	-1	9	0	41	8	102	-11	0.1	102	100
Cc1cc(C)cc(NC(=O)c2nnn(Cc3cc(C)ccc3C)c2N)c1	1	-8	nt	0	27	6	100	-15	-0.1	101	102
Cc1cc(C)nc(Nc2n[nH]c(-c3ccccc3Cl)n2)n1	6	2	-15	-1	15	8	98	-32	0.8	102	100
Cc1ccc(C)c2nc(Cl)c(C3NC(=O)c4ccccc4N3)cc12 (stereo not given)	3	7	-37	2	12	10	103	-28	1.9	100	96
CCOC(=O)C1(Cc2cccc(OC)c2)CCN(Cc2ccc3c(c2)OCCO3)CC1	5	-1	28	-5	13	12	99	-25	2.4	102	100
COc1ccc(N2CCN(c3nc(Cl)nc(N4CCOCC4)n3)CC2)cc1	0	27	nt	-4	17	4	89	-16	0.3	75	90
Fc1ccc(NC(=S)NC2CC3CCC(C2)N3Cc2ccco2)cc1 (stereo not given)	0	-10	-3	0	10	9	101	-80	-0.4	100	?
O=C(NCc1ccc2c(c1)OCO2)c1sccc1Br	nt	6	-12	nt	nt	6	96	-8	nt	104	?
COc1ccccc1NS(=O)(=O)c1ccc2oc(SC3CCOC3=O)nc2c1 (stereo not given)	7	20	nt	-1	43	12	100	-31	0.4	103	104
CC12CCC(C/C1=N\OC(=O)c1ccc(F)cc1)C2(C)C (stereo not given)	18	-5	nt	-2	15	6	102	-9	1.3	104	102
COC(=O)c1scc(C)c1NC(=O)/C=C/C(=O)O	nt	39	7	nt	nt	6	87	11	nt	97	?
CC1(C)Cc2c(ccc3ccccc23)C(c2cc3ccccc3oc2=O)=N1	1	26	-37	1	12	33	102	4	0.3	100	101
O=C(CCN1C(=O)C2C3CCC(C3)C2C1=O)Nc1ccccc1C(F)(F)F (stereo not given)	3	-17	-14	4	16	7	106	-13	0.8	104	109
COc1cccc(NC(=O)CSc2nnc(C)s2)c1	1	19	3	-1	23	17	101	-18	-0.1	104	101
Cc1noc(C)c1S(=O)(=O)N(CC(=O)N1CCc2ccccc21)c1ccc(C(C)C)cc1	3	4	nt	1	21	7	106	-9	1.6	106	104
CC(=O)Nc1ccc(NC(=O)c2oc3cc(C)c(C)cc3c2C)cc1	3	7	nt	-3	16	26	98	-4	0.6	98	100
Cc1noc(C)c1S(=O)(=O)N1CCC(C(=O)N2CCN(c3ccc(F)cc3)CC2)CC1	0	4	nt	0	9	10	97	-87	0.0	98	100
Cc1ccc2c(c1)c1c(n2CC(O)CNC(C)(C)C)CCCC1 (stereo not given)	0	29	nt	0	22	6	100	-19	0.7	106	103
CN(C)/C=N/c1nccc(-c2cccs2)n1	0	2	11	0	14	10	55	-6	-0.3	100	62
Cc1cccc(S(=O)(=O)NNC(=O)c2cc(-c3ccc(F)cc3)nc3ccccc23)c1	7	16	12	-1	15	9	101	19	1.4	99	99
CC(C)(C)c1csc(NC(=O)c2ccc3nccnc3c2)n1	4	-2	nt	0	21	8	100	-46	0.4	102	103
